# RAD54 branch = inhibitors of human RAD54 branch migration, primary screen, biochemical, fluorescence, single point; RAD54 Holliday junction branch migration, FAM/BHQ fluorescence; inhibition, % at 10.4 µM; 360,000 tested, 0.14% active; AID 602329, 2012;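 active = mean normalized replicate activity at least 40 and at least half of replicates scoring 40 or more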;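 note: 0% = median of neutral control wells and 100% = median of positive control wells; inhibitors cause a drop in the FAM fluorescence signal; in these data hits start at about 50%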
# RAD52 inh = RAD52 DNA annealing inhibitors, primary screen, biochemical, FRET, single point, set 2; AID 651710, 2012; inhibition, % at 18.7 µM; DNA repair protein RAD52 homolog (Homo sapiens), P43351; 360,000 tested, 0.46% active; recombinant RAD52 DNA annealing, FRET fluorescence;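 active = every replicate showing at least 50% inhibition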
# Target sequence (P43351 whole entry, looked up): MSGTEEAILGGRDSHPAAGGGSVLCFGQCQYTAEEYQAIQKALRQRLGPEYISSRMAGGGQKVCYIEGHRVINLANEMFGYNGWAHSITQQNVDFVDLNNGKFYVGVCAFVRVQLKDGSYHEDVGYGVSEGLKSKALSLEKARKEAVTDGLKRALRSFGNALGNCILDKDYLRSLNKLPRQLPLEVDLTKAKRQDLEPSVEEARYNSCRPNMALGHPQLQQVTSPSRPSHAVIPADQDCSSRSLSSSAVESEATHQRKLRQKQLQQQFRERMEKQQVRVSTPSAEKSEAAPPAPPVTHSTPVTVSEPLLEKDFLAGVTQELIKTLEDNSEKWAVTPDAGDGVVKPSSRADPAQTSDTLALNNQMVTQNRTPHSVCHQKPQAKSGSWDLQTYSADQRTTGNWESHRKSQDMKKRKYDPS
# EWS-Fli block = EWS/Fli-driven NR0B1 reporter inhibitors, primary screen, A673 cells, NR0B1 luciferase, luminescence, MLPCN library. viability-normalised. AID 651661, 2012. inhibition, % at 12.6 µM. 350,000 tested, 0.67% active;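 active = mean inhibition of at least 50% after viability correction, with every replicate also passing that limit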;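 note: firefly luciferase signal divided by Alamar Blue viability fluorescence both relative to DMSO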
# S100A4 inh HTS = inhibitors of S100A4-myosin IIA peptide binding, primary screen, biochemical, fluorescence polarization, TAMRA-MyoIIA peptide | Protein S100-A4 (Homo sapiens), P26447 | inhibition, % at 10.7 µM | 360,000 tested, 0.14% active | AID 652163, 2013;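 active = mean inhibition of at least 70% across replicates, with every replicate also reaching that level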
# Target sequence (P26447 whole entry, looked up): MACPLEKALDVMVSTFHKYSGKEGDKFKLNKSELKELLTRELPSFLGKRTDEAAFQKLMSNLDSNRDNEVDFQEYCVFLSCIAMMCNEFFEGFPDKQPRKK
#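 assay system = human S100A4 monomer with TAMRA-labelled myosin IIA peptide | also added = labelled myosin peptide probe, 5 nM | incubation = 5 min between mix addition and reading | control set = DMSO and TFP controls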
# esBAF inh = Bmi1 luciferase reporter increase in mESCs, primary screen, esBAF inhibitor project, mouse ES cells, Bmi1 luciferase knock-in, single point | 24 h; 100% = twice the neutral-well signal | reporter increase, % at 12.5 µM | 350,000 tested, 2% active; in the data active = activation above about 40%;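 note: 0% = median of the plate's neutral control wells and 100% = double that signal; a rise in the Bmi1 reporter signal indicates esBAF inhibition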
# FN deposition inh = inhibitors of fibronectin matrix deposition, primary screen, AH1F cells, Alexa488-fibronectin fluorescence, plate reader. 350,000 tested, 0.086% active. inhibition, % at 12.6 µM. AH1F fibroblasts, overnight;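 active = mean inhibition across replicates of 30% or more, regardless of how many single replicates reach that level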;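 note: positive control wells lacked labelled fibronectin entirely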
#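 material = AH1F fibroblast monolayer depositing Alexa488-labelled fibronectin into matrix | amount = 10000 AH1F cells/well | buffer or medium = DMEM plus 2% serum, read in PBS | incubation = 1 h cell adhesion before compound, then overnight fibronectin incubation | detection = fluorescence at 485 nm excitation, 525 nm emission | evaluation = percent inhibition as loss of matrix-bound fibronectin fluorescence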
# Xi reactivation = activators of inactive X chromosome reactivation, primary screen, imaging, XiGFP fibroblasts, GFP high-content imaging, set 2. XiGFP mouse fibroblasts, % GFP-positive cells imaging, 3 d; cells co-treated with 5-aza-dC sensitizer; scaled so ellipticine positive control = 100%. activation, % at 7.58 µM. 360,000 tested, 0.055% active. AID 743238, 2013;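 active = mean normalized replicate activation at least 10% and every replicate at or above 10%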;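 note: 0% = median of on-plate neutral control wells and 100% = ellipticine 6 µM median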
#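 Material: XiGFP fibroblasts, SV40-immortalized; Buffer or medium: DMEM containing 5-aza-dC; Compound dosing: single point; Times: 3 days compound exposure.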
# E-sel inducer = E-selectin induction in HUVECs, primary screen, imaging, HUVEC, immunofluorescence imaging, single point; normalized: neutral wells 0, TNF-alpha wells 100; 260,000 tested, 0.37% active; activation, % at 7.58 µM;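 active = mean E-selectin-positive cell signal at least 10% of the positive control, reached in at least 60% of replicates, without over 20% cell loss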;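 note: in these data hits start at about 27%; measured in HUVEC primary endothelial cells; signal is the percent of cells scored E-selectin positive by PE staining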
# Target sequence (P16581 whole entry, looked up): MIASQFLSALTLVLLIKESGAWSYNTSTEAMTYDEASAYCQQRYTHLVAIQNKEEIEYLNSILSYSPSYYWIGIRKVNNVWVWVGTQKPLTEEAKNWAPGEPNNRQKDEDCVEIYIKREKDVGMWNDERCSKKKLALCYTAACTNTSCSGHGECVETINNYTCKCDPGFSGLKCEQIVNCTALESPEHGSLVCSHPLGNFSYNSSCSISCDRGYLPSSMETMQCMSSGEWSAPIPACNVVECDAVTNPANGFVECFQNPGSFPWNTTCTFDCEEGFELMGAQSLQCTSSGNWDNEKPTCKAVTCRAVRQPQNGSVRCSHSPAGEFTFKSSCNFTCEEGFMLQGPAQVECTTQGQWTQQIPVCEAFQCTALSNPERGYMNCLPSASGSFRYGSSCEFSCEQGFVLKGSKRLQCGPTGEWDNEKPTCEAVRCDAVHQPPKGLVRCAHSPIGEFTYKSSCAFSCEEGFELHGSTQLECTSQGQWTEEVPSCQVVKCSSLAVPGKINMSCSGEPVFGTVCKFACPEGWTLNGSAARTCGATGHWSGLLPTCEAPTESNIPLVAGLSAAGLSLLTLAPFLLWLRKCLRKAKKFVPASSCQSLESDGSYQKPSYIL
#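 Assay system: HUVEC primary endothelial cells. Input: 3,000 HUVEC seeded per well. Doses: one compound dose added by pin transfer. Read-out basis: % PE-positive cells. Benchmarks: TNF-alpha high, DMSO low. Detection: immunofluorescence imaging. Buffer or medium: EGM-2, gelatin.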
# An asterisk follows results filed as active; . = no result given.
smiles | EWS-Fli block | RAD52 inh | FN deposition inh | RAD54 branch | Xi reactivation | E-sel inducer | esBAF inh | S100A4 inh HTS
CN1CCCC(OC(=O)c2ccc(S(=O)(=O)N(C)C)cc2)C1 (stereo not given) | -15 | -1 | -2 | . | 0.0 | 0.2 | . | 0
CC1=C(C(=O)OCC2CCCO2)C(c2ccccc2)NC(=O)N1 (stereo not given) | -3 | -16 | . | -5 | . | . | -7 | -3
O=C(CNC(=O)c1cccnc1)N/N=C/c1ccc(O)cc1O | 8 | -9 | 3 | -7 | -0.1 | 0.1 | 0 | 0
O=C(Nc1ccccc1)Nc1nnc([C@@H]2C[C@H](O)[C@@H](CO)O2)s1 | -52 | -4 | 4 | -11 | 0.1 | -0.1 | 18 | -3
CC(C)(C)C(=O)OCOC(=O)[C@@H]1N2C(=O)[C@@H](N=CN3CCCCCC3)[C@H]2SC1(C)C | 3 | -9 | 3 | -6 | 0.3 | 1.0 | -1 | -2
O=C(COc1cccnc1[N+](=O)[O-])c1ccc(Cl)s1 | 8 | 3 | -5 | 2 | 5.5 | . | . | -14
CCOc1ccc(CN2CCN(CCCc3ccccc3)CC2CCO)cc1 (stereo not given) | 14 | -7 | -4 | 0 | 0.0 | . | -1 | -2
COc1ccc(C(=O)O/N=C(\N)Cc2ccc([N+](=O)[O-])cc2)c(OC)c1 | 8 | -11 | 2 | . | 0.0 | -1.2 | . | -16
Cc1noc(C)c1NC(=O)Nc1ccc2c(c1)C(=O)N([C@H](C)CO)C[C@@H](C)[C@@H](CN(C)C(=O)NC1CCCCC1)O2 | -13 | 4 | . | 3 | 0.0 | -0.3 | -3 | -5
N#Cc1ccccc1NC(=O)CN1C(=O)NC(Cc2c[nH]c3ccccc23)C1=O (stereo not given) | -2 | -6 | 4 | -5 | 0.0 | . | 8 | -11

# Part of the list above, limited to S100A4 inh HTS:
canonical_smiles | S100A4 inh HTS
CN1CCCC(OC(=O)c2ccc(S(=O)(=O)N(C)C)cc2)C1 (stereo not given) | 0
CC1=C(C(=O)OCC2CCCO2)C(c2ccccc2)NC(=O)N1 (stereo not given) | -3
O=C(CNC(=O)c1cccnc1)N/N=C/c1ccc(O)cc1O | 0

# Later entries
smiles | EWS-Fli block | RAD52 inh | FN deposition inh | RAD54 branch | Xi reactivation | E-sel inducer | esBAF inh | S100A4 inh HTS
O=C(Nc1ccc(N2CCOCC2)cc1)c1cc(-n2cnnc2)ccc1Cl | . | -15 | -7 | 3 | 0.0 | 0.1 | 0 | -14
CC(C)C#Cc1cnc2c(c1)C(=O)N([C@H](C)CO)C[C@H](C)[C@@H](CN(C)Cc1cncnc1)O2 | 1 | -2 | . | 7 | -0.8 | -0.3 | 4 | 4
C[C@@H]1CN([C@H](C)CO)C(=O)Cc2cc(NC(=O)CCC(F)(F)F)ccc2O[C@H]1CN(C)S(=O)(=O)c1cccs1 | 4 | -11 | . | 0 | -0.6 | 3.5 | 6 | 1
COc1ccc(-c2nnc(NC(=O)C3=COCCO3)o2)cc1 | -4 | -1 | 1 | . | -0.1 | . | 7 | 1
CO[C@@H]1CN(C)C(=O)c2ccc(NC(=O)c3ccc(F)cc3)cc2OC[C@H](C)N(C(=O)CN(C)C)C[C@H]1C | 5 | -12 | -28 | . | -0.1 | -0.6 | . | 5
C=CCN1C(=O)c2ccc(C(=O)N3CCN(S(=O)(=O)c4cccc(F)c4)CC3)cc2C1=O | -1 | 2 | 3 | . | 0.2 | 0.1 | -2 | -3
O=C(N1CCCC1)C12CC3CCC(CC(C3)C1)C2 | -2 | -5 | -10 | 3 | -0.1 | 1.8 | 3 | -2
COc1cccc(NC(=O)c2ccc3c(c2)CCCC3)c1 | -67 | -11 | -2 | 2 | 0.1 | . | 27 | -3
CNC[C@H]1Oc2ccc(N(C)C)cc2CC(=O)N([C@H](C)CO)C[C@@H]1C | -3 | -15 | -7 | -6 | 0.2 | -0.1 | -2 | 3
COC(=O)C1C(c2ccccc2)NC(=O)NC1(O)C(F)(F)Cl (stereo not given) | 1 | -11 | -6 | . | 0.0 | . | . | -7
N#C[C@H]1[C@@H](c2ccc(C3=CCCCC3)cc2)[C@@H](CO)N1C(=O)CN1CCOCC1 | 4 | -8 | -2 | 9 | -0.1 | 0.1 | -4 | 2
CCCN(C)C[C@@H]1Oc2ncc(-c3cccc(C#N)c3)cc2C(=O)N([C@@H](C)CO)C[C@H]1C | 3 | -3 | 8 | -5 | 0.2 | -0.1 | -2 | 23
C[C@@H]1CN([C@H](C)CO)C(=O)c2cccc(NC(=O)Nc3ccccc3)c2O[C@@H]1CN(C)Cc1ccc(Cl)c(Cl)c1 | -11 | 5 | -7 | 10 | 0.0 | . | 0 | -1
Cc1noc(C)c1COc1ccc(C(=O)NCCc2ccccn2)cc1 | 5 | -12 | -2 | . | -0.7 | 1.8 | . | -4
C[C@H]1CN([C@@H](C)CO)C(=O)Cc2cc(NS(=O)(=O)c3ccc(F)cc3)ccc2O[C@@H]1CN(C)Cc1ccccc1 | 3 | 2 | -4 | -2 | -0.1 | -16 | 1 | 1
CC(=O)N/C(=N/c1nc(C)cc(C)n1)Nc1ccc(F)cc1F | -7 | -1 | 5 | -4 | 0.0 | . | -12 | -1
CCCNC(=O)Nc1ccc2c(c1)C(=O)N(C)C[C@H](OC)[C@H](C)CN(CCC)[C@H](C)CO2 | -3 | 0 | 3 | 0 | 1.5 | -0.2 | -2 | -5
CNC(=O)CSc1nnc(C2CC2)n1-c1ccccc1 | -1 | -16 | -4 | . | 0.4 | . | . | -7
CCN(CC)S(=O)(=O)c1cc(NC(=O)COC(=O)CCC(=O)c2cccs2)ccc1C | -11 | -24 | -15 | . | 0.0 | . | . | -1
C[C@]12CC[C@H](O)CC1=CCC1C2CC[C@@]2(C)C1CC[C@@H]2NC(=O)[C@@H](N)Cc1cnc[nH]1 (stereo not given in full) | 2 | 80* | . | -9 | 0.1 | -0.3 | . | -5
Cc1cccc(NC(=O)c2cccc(NC(=O)c3ccco3)c2)c1 | -28 | -20 | 2 | -6 | 0.0 | . | 4 | -4
Cc1cc(C)c2nc3sc(C(=O)N4CCOCC4)c(N)c3cc2c1 | 48 | -9 | -29 | -6 | -0.1 | . | -70 | -5
O=C(N/N=C/c1c[nH]c2ccccc12)c1cc(-c2ccccc2)n[nH]1 | -14 | -37 | 2 | 2 | 0.2 | . | . | 10
CCCCNc1nc(-c2ccccc2)cc(C(F)(F)F)c1C(N)=O | 6 | -10 | . | 13 | . | . | -7 | -4
Cc1ccc([C@H]2C(C(=O)O)=CC[C@@H](c3ccc(C(C)C)cc3)N2S(=O)(=O)c2ccc(C)cc2)cc1 | -7 | -8 | -4 | 12 | 0.1 | 2.5 | 5 | 1
CN(C)c1nc(N/N=C/c2c[nH]c3ccccc23)nc(N2CCOCC2)n1 | 15 | -8 | 29 | . | 0.0 | . | . | -4
COc1cccc(C(C(=O)NC(C)(C)C)N(CCC(C)C)C(=O)CCC(=O)Nc2cc(C)on2)c1OC (stereo not given) | 3 | -8 | -8 | . | 0.4 | . | . | -10
Cc1ccc(S(=O)(=O)Nc2ccc3c(c2)C(=O)N([C@H](C)CO)C[C@@H](C)[C@@H](CN(C)C(=O)Nc2ccc(C(F)(F)F)cc2)O3)cc1 | 7 | -10 | . | -1 | -0.9 | 0.0 | 3 | -6
O/N=C(/CCc1ccccc1)c1ccc2c(c1)OCCO2 | -108 | -8 | 1 | -3 | 0.0 | 0.5 | 46* | -4
CCC(C)Nc1nc2ccccc2n2c(C)nnc12 (stereo not given) | 15 | -7 | 8 | 1 | 0.0 | . | -4 | -2

# RAD52 inh, what is marked active above.
Structure,RAD52 inh,esBAF inh,S100A4 inh HTS
C[C@]12CC[C@H](O)CC1=CCC1C2CC[C@@]2(C)C1CC[C@@H]2NC(=O)[C@@H](N)Cc1cnc[nH]1 (stereo not given in full),80*,.,-5

# Later entries:
smiles | EWS-Fli block | RAD52 inh | FN deposition inh | RAD54 branch | Xi reactivation | E-sel inducer | esBAF inh | S100A4 inh HTS
O=C(NNC(=O)c1ccccc1C(=O)O)c1ccc(-c2ccccc2)cc1 | -9 | -4 | 11 | . | 0.0 | . | . | -8
CCOc1ccc(CN(C)CC(=O)Nc2ccc3c(c2)CCC3)cc1OC | 6 | -2 | 16 | 1 | 0.0 | . | . | -4
O=C(C[C@H]1CC[C@@H]2[C@H](COC[C@@H](O)CN2CC2CCOCC2)O1)NCC1CCCCC1 | -1 | 3 | -4 | 8 | 0.2 | -0.1 | -1 | 3
O=C(NCCCCNC(=O)c1cccs1)c1cccs1 | . | . | -1 | 9 | 0.0 | . | -3 | .
CCC(=O)N1C[C@H](C)[C@@H](OC)CN(C)C(=O)c2ccc(NC(=O)NC(C)C)cc2OC[C@H]1C | -9 | -2 | -7 | 4 | 0.0 | -0.2 | -5 | -1
COc1ccc(C2C(C(C)=O)=C(O)C(=O)N2c2nccs2)c(OC)c1 (stereo not given) | 5 | -7 | 11 | . | 0.0 | . | . | -4
C[C@@H]1CN([C@H](C)CO)C(=O)c2cccc(N(C)C)c2O[C@@H]1CN(C)Cc1ccncc1 | -1 | 4 | 1 | 14 | 0.2 | 0.3 | 4 | 3
COc1ccc(NC(=O)Nc2cccc3c2O[C@@H](CN(C)Cc2ccccc2)[C@@H](C)CN([C@H](C)CO)C3=O)cc1 | -2 | 4 | . | 8 | -0.9 | 0.0 | 1 | 6
COCCN(C(=O)COC(=O)C1CC(=O)N(c2ccc(C)cc2)C1)c1c(N)n(Cc2ccccc2)c(=O)[nH]c1=O (stereo not given) | 5 | -16 | 7 | 2 | 0.0 | -0.3 | -4 | -1
O=C(N/N=C/c1ccc([N+](=O)[O-])cc1)c1ccccc1OCc1ccccc1 | -5 | -8 | 5 | 1 | -0.2 | 0.0 | 4 | -1
Cc1cccc(C)c1N1C(=O)c2ccccc2NC(=O)C1C(=O)Nc1ccc2c(c1)OCCO2 (stereo not given) | 0 | -9 | 1 | . | -0.1 | 0.0 | . | -7
O=C(c1ccc(F)cc1)N1C[C@@H]2[C@H](c3ccccc31)[C@H](CO)N2C(=O)c1ccc(F)cc1 | -3 | 4 | . | 6 | 0.0 | 1.3 | -7 | -3
Cn1cc(CCCC(=O)NCc2ccccc2)c2ccccc21 | 0 | -3 | 15 | 9 | 0.0 | . | 3 | -2
CC(=O)Cc1nsc(NC(=O)c2oc(-c3ccccc3Cl)cc2C)n1 | -12 | -16 | -16 | -5 | 0.0 | . | -5 | 0
CC(C)Cc1ccc(C(C)C(=O)Nc2nccs2)cc1 (stereo not given) | 12 | -19 | . | 4 | . | . | -1 | -2
CCC(=O)N1CCCC(C(=O)NS(=O)(=O)c2cc(C)c(Cl)cc2C)CC1 (stereo not given) | -4 | -10 | -1 | -4 | 0.1 | 0.0 | 5 | 6
CCOC(=O)Cc1ccc(NC(=O)c2ccccc2Br)cc1 | 52* | 0 | 10 | -5 | 0.4 | 2.3 | 14 | -9
Cc1ccc(NC(=O)CN(C)S(=O)(=O)c2cccc3cccnc23)c(C)c1 | -2 | -9 | -4 | . | -0.1 | 1.4 | 0 | -2
COc1ccc(-c2nc(CS(=O)CC(=O)NCc3ccc(Cl)cc3)c(C)o2)cc1 (stereo not given) | 1 | -23 | -1 | -1 | 0.0 | -0.6 | -5 | 2
